cardiac RTF act: increases calcium sensitivity of human cardiac regulated thin filaments | activation, % at 7.2 µM | P19429+P45379 | AID 493008 | IANBD-labeled TnC RTF fluorescence at EC20 calcium; 0% EC20 calcium, 100% full calcium | hit rate 0.24% among 340,000;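 active = activation above the mean over all tested compounds plus 3 SD, cut at about 30% in these data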;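 also: rise in fluorescence read as greater calcium sensitivity of cardiac thin filaments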
C-LANA FP: KSHV C-LANA DNA binding inhibition; MBP-C-LANA/FAM-LBS DNA binding, fluorescence polarization; inhibition, % at 9 µM; hit rate 0.078% among 340,000; AID 504423;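 active = highest replicate inhibition at or above 60% at 9 µM, even if other replicates fall short; inactive = all replicates below 60% inhibition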;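 also: 0% = neutral control wells and 100% = 4 µM acridine orange control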
CAL PDZ FP-1: blocks peptide binding to human CAL PDZ domain; hit rate 0.02% among 330,000; Q9HD26; inhibition, % at 20 µM; AID 504414; purified CAL PDZ, TMR-peptide fluorescence polarization, 1 h;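 active = highest replicate inhibition of at least 40%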;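 also: plate controls were DMSO neutral control wells for no effect and unlabeled competitor peptide control wells for full effect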
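Assay system – tagged CAL PDZ protein CerCALP, purified · Timing – 1 h at RT · Compound – single point, 20 µM · Measured by – fluorescence polarization from S- and P-plane intensities, G-factor corrected · Evaluation – inhibition from polarization loss · Probe or stimulus – TMR reporter peptide T*-PRC34 · Buffer or medium – pH 7.4 phosphate-saline buffer, reducing agent, detergent, IgG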
CAL PDZ FP-2: CAL PDZ (human) peptide binding inhibition; purified CAL PDZ, TMR-peptide fluorescence polarization, 1 h; inhibition, % at 24.9 µM; hit rate 0.92% among 300,000; AID 602252;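 active = mean inhibition of at least 30% with at least half of replicates also reaching 30%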;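 also: 0% = DMSO neutral control and 100% = excess unlabeled competitor peptide PRC23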
PKA-R2B act: activators of human PKA-R2B complex; PKA-R2B holoenzyme dissociation, Cy5-IP20 fluorescence polarization; R2B truncated from residue 108, S112A mutant; 0% DMSO only, 100% 113 µM cGMP; AID 504700; activation, % at 11.4 µM; P22694+P31323; hit rate 0.079% among 340,000;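 active = activation above a cutoff set at the mean over all compounds plus 3 SD, cut at about 18% in these data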;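 also: higher means more holoenzyme dissociation and a rise in polarization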
SR-BI DiI-HDL act: activators of SR-BI mediated HDL lipid uptake; CHO ldlA[mSR-BI] cells, DiI-HDL uptake fluorescence, 3 h; 100 = double the neutral-control signal; activation, % at 12.5 µM; hit rate 0.096% among 320,000;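 active = mean replicate activation of at least 60% and every replicate at or above 60%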;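 also: 0% = median plate neutral-control signal and 100% = twice that signal; values of inactives mirror those of a sister screen read the other way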
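Assay system: LDL receptor-deficient CHO ldlA cells overexpressing murine SR-BI / Medium: BSA-supplemented, HEPES-buffered Ham's F12, pH 7.4 / Probe or stimulus: DiI-labelled HDL at 10 µg/mL final / Timing: compound with DiI-HDL co-incubation, 3 h at 37 °C / Technique: bottom-read cell fluorescence after medium removal, ex 550/em 595 nm / Measure: HDL uptake via cellular fluorescence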
Rtt109 Vps75: inhibitors of Candida albicans Rtt109/Vps75 histone acetyltransferase; AID 540336; Q5AAJ8; purified Rtt109/Vps75, ThioGlo CoA-SH fluorescence, 4 h; hit rate 0.16% among 330,000; inhibition, % at 34.9 µM;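 active = inhibition of at least 50% in every replicate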
Target sequence (Q5AAJ8 whole entry, looked up): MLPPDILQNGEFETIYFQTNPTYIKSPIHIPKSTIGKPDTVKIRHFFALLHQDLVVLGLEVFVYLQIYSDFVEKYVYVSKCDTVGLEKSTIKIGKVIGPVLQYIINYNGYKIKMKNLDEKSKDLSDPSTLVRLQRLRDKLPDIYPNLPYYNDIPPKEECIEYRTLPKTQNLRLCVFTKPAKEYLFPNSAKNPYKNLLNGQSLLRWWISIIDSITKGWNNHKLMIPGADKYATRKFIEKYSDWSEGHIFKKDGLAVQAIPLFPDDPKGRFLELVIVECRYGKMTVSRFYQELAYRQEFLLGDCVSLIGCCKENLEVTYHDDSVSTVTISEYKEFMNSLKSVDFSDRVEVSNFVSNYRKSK
Keap1 Nrf2 FP: disrupts human Keap1 binding to Nrf2 peptide | Keap1 Kelch-Nrf2 peptide fluorescence polarization, 1536-well | hit rate 0.15% among 340,000 | inhibition, % at 9.4 µM | Q14145; in the data active = inhibition above about 12%;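 also: human Keap1 Kelch domain with fluorescein labeled Nrf2 9mer peptide probe; 0% = neutral control wells and 100% = peptide positive control; higher means more block of Keap1 binding to Nrf2 peptide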
RTF Ca sens inh: cardiac RTF calcium desensitization. IANBD-labeled cardiac RTF, Ca2+ fluorescence. inhibition, % at 7.15 µM. hit rate 0.12% among 340,000;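 active = inhibition above the mean inhibition of all tested compounds plus 3 SD, cut at about 17% in these data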;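 also: assay run at fixed EC70 calcium of 1.6 mM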
DAGLB inhibitor: diacylglycerol lipase beta (human) inhibition; hit rate 0.059% among 340,000; HEK293T DAGLB membrane lysate, EnzChek fluorogenic substrate; inhibition, % at 5.17 µM; Q8NCG7; in the data active = inhibition above about 34%;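 also: 0% = enzyme with vehicle and 100% = wells lacking enzyme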
Target sequence (Q8NCG7 whole entry, looked up): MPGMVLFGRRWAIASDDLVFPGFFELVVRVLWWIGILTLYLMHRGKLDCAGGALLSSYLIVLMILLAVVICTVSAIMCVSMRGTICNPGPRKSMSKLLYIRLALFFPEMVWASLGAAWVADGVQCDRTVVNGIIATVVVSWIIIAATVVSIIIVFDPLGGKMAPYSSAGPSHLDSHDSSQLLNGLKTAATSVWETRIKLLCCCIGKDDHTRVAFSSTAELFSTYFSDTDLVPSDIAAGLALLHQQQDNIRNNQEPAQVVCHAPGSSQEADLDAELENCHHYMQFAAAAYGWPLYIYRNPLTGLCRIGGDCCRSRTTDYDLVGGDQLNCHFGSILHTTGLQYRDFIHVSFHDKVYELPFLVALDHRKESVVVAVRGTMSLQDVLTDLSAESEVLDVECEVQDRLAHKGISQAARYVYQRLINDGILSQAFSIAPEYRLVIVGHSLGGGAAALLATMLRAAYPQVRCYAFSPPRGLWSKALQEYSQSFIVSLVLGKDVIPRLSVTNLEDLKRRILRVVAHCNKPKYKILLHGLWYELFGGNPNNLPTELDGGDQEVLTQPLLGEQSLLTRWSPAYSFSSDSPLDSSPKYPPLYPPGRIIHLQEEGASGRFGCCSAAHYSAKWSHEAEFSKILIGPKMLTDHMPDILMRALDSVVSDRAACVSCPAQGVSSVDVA
Starred values were filed as active, the others as inactive; . = no result given.

SMILES	cardiac RTF act	C-LANA FP	CAL PDZ FP-1	CAL PDZ FP-2	PKA-R2B act	SR-BI DiI-HDL act	Rtt109 Vps75	Keap1 Nrf2 FP	RTF Ca sens inh	DAGLB inhibitor
CCOc1ccccc1NC(=O)CN1C(=O)COc2ccc(S(=O)(=O)N3CCOCC3)cc21	-1	-2.4	0.1	-6	-2	0	6	2	-2	1
Cc1cccc(N2CCN(C(=O)c3ccc4ncsc4c3)CC2)c1C	-6	0.3	-0.9	5	-14	-24	9	-4	-4	-3
C=C(C)C1Cc2c(C)nn(-c3ccccn3)c2C1 (centres undefined)	-2	0.1	.	-3	-11	4	-5	-4	-1	-5
COc1cccc(NC2=Nc3cccc4cccc2c34)c1	6	-2.2	-1.1	-2	-6	-24	11	-5	-9	-1
O=C(COC(=O)c1ccc(CSc2ccc(Cl)cc2)cc1)Nc1ccccc1	-5	0.7	-0.5	-1	-5	14	4	-1	0	-2
O=C(NCc1ccccc1)C(c1cccnc1)N(C(=O)c1csnn1)c1ccccc1 (centres undefined)	-5	0.2	-1.3	-2	3	.	0	3	-1	-2
CCN(C(=O)c1cccs1)C1CCS(=O)(=O)C1 (centres undefined)	2	0.8	-0.6	.	7	13	-2	2	-1	1
C[C@@H](C(=O)N=c1sc2ccccc2n1C)N1C(=O)C2CC=CCC2C1=O (some centres undefined)	4	-2.5	-0.9	-3	11	-12	4	-2	-6	0
O=C(Nc1ccc(S(=O)(=O)N2CCCCC2)cc1)c1ccccc1Cl	0	-0.1	-2.2	-2	-2	32	12	0	2	-1
COc1ccccc1NC(=O)C(C)OC(=O)C1CCN(S(=O)(=O)c2ccc(C)c(C)c2)CC1 (centres undefined)	1	-0.6	-0.8	-1	1	-1	-3	-3	2	-8
CC(=O)Nc1ccccc1C	2	-0.2	-1.4	0	-10	-3	-1	-2	-3	-1
COC(=O)c1cc2sc(Cl)cc2n1CC(=O)NCC1CCCO1 (centres undefined)	-2	0.7	0.0	-3	-10	13	6	-2	1	-1
COc1cc(/C=C/C(=O)O)cc(S(=O)(=O)Nc2cccc(S(=O)(=O)N3CCOCC3)c2)c1OC	-2	1.2	-0.2	-2	6	.	7	2	-5	2
O=C(CNC(=O)c1ccccc1F)c1ccccc1	-7	1.2	-0.9	-2	-8	-16	0	1	-5	-4
Cc1nc2ccccn2c1C(=O)NN	0	6.9	-0.1	-8	9	10	-5	4	-6	0
COc1ccc(S(=O)(=O)N2CCCCC2)cc1NC(=O)CCNC(=O)c1ccc(Br)cc1	-3	2.9	-0.8	0	-4	-18	15	-1	7	-3
COC(=O)C1=C(N)Oc2cc(C)[nH]c(=O)c2C1c1cccnc1 (centres undefined)	8	-2.1	-0.4	-3	-1	.	-2	-2	-9	0
C/C(=N\NC(=O)c1ccc(Br)cc1)C1C(=O)c2ccccc2C1=O	7	0.2	-1.7	-2	-9	-18	.	-1	-1	20
Cc1ccc(N2C(=O)C3C4CCC(O4)C3C2=O)c(OC(F)F)c1 (centres undefined)	-3	-1.1	0.5	-2	-12	16	5	-3	-7	-4
Nc1cc(C(=O)c2ccccc2)ccc1[N+](=O)[O-]	-3	-0.2	-1.6	37*	0	-2	6	2	2	-1
CNc1ccc(S(=O)(=O)NCC(=O)OCC(=O)Nc2cccc(Cl)c2Cl)cc1[N+](=O)[O-]	1	2.1	-0.1	-5	-12	8	3	-3	0	0
CN(C)C(=O)C(=O)c1cccn1-c1ccccc1C#N	2	1.0	-0.4	-4	1	16	6	-1	-5	-1
O=[N+]([O-])c1ccccc1S(=O)(=O)n1cnc2ccccc21	.	-0.7	-1.1	2	.	-38	16	-5	.	.
Cc1ccc(/C=N/NC(=O)Cn2cncn2)cc1	.	1.1	0.1	-3	.	9	17	-3	.	.
Oc1ccc(-c2c(-c3ccsc3)sc3ccccc23)cc1	0	2.1	-1.2	-3	11	-24	-2	0	7	0
CSc1ccccc1NC(=O)Cn1c([N+](=O)[O-])cnc1C	1	0.1	0.5	-4	-2	23	3	-2	-7	-1
CCn1cc(CN2CCc3c([nH]c4ccccc34)C2c2ccc(F)c(OC)c2)c(C)n1 (centres undefined)	1	1.2	-0.3	.	-2	-28	4	0	-1	-4
CC(C)c1nc(C(=O)N2CCCC(CCC(=O)N(C)CCc3ccccn3)C2)cs1 (centres undefined)	-4	2.5	-1.7	0	1	6	-7	-8	-8	0
Cc1cccc(OCCNC(=S)NC(=O)c2cccnc2)c1	5	-0.4	-1.2	-3	3	5	3	2	13	-1
Clc1ccc(CN2CCN(c3ncccn3)CC2)c(Cl)c1	10	0.3	-1.9	-2	-7	19	-2	-4	-16	-24
Cc1cc(=O)n2[nH]c(-c3ccco3)nc2n1	-4	1.3	0.3	-2	-4	1	-9	2	-5	2
COc1ccc2c(OC)c3ccoc3nc2c1OC	5	0.9	-1.6	-6	1	5	-7	1	-5	0
CCc1ccc(-c2cc(C)no2)cc1S(=O)(=O)N1CCOc2ccccc21	-2	2.0	-3.1	-6	8	-26	-7	0	-6	-10
N#CC1=C(N)Oc2ccc3ccccc3c2C1c1cccnc1 (centres undefined)	1	-1.6	18	0	-8	-31	19	0	-5	1
NC(=O)c1nsc(C(=O)N(Cc2ccc(F)cc2)C(C(=O)NC2CCCC2)c2ccco2)c1N (centres undefined)	-7	1.0	-1.4	-5	0	17	15	1	-3	3
Cc1nn(CC(=O)N2CCN(c3ccccc3)CC2)c(C)c1[N+](=O)[O-]	-10	-3.1	-3.2	1	-5	-9	7	3	7	0
CCOCCCNC(=O)c1ccc2nc(-c3ccc(OC)c(OC)c3)c(-c3ccc(OC)c(OC)c3)nc2c1	6	2.0	-0.1	2	3	-62	-5	-3	-10	-1
CCCn1c(=S)[nH]c2ccccc2c1=O	-1	-1.9	-0.5	4	-3	2	13	1	6	-4
CCOCC(=O)NC1CCc2cc(OC(=O)COCC)c(OC)c(OC)c2-c2ccc(SC)c(=O)cc21 (centres undefined)	2	-1.2	-0.5	34*	-6	16	5	1	-6	0
Cc1cc(C)cc(NS(=O)(=O)c2csc(C(N)=O)c2)c1	-4	-3.1	-2.5	-2	0	-15	.	3	-1	-3
CCC(=O)Nc1nnc(/C=C/c2ccc(OC)cc2)s1	2	3.1	-0.5	-1	3	.	-8	1	-1	0
O=C(c1cccs1)N(Cc1cc2ccccc2[nH]c1=O)CC1CCCO1 (centres undefined)	10	0.4	-0.3	21	6	-16	-3	0	-12	1
CCOC(=O)C1=C(COC(=O)c2sccc2C)NC(=O)NC1C (centres undefined)	0	0.9	-0.9	-1	-5	0	2	1	1	1
COc1cccc(C(=S)N2CCCC2)c1OC	0	0.3	-1.1	.	10	20	-2	6	-7	2
CCOc1ccc(Nc2cc(C)c3ccccc3n2)cc1	-1	-2.5	0.2	-1	-6	1	8	-1	-6	-2
O=S(=O)(Nc1nc2ccccc2nc1NCc1ccco1)c1ccc(F)cc1	0	1.4	-0.8	2	-22	.	1	-5	-7	4
CCCCNc1nc(CC(C)=O)ns1	-5	-3.0	-0.7	2	3	-5	-10	-2	2	0
Cc1cc(C)nc(-n2nc(C)c(Sc3ccc(F)cc3)c2N)n1	6	1.5	-2.1	-11	4	7	.	-3	-8	-2
O=c1sc(Nc2ccccc2)nc2ccccc12	-4	-0.4	0.5	0	4	27	-15	-6	0	0
CN(CC(=O)Nc1ccccc1Br)C(=O)c1ccccc1OCc1ccccc1Cl	-5	0.6	-0.9	.	-1	-39	-6	1	5	-8
O=c1cnnc(Nc2ccc(Nc3ccccc3)cc2)[nH]1	0	0.7	0.1	3	6	14	-2	-5	-6	1
COCCNC(=O)CCc1nnc(C2(c3ccc(Cl)cc3)CCC2)o1	-1	1.4	-1.4	0	7	6	1	2	-5	-2
O=C(NCCN1CCOCC1)c1cc(-c2ccccc2Cl)nc2ccccc12	2	-1.0	-1.2	-4	6	.	-9	-7	0	0
O=C(O)c1ccc(NC(=O)c2cn(-c3ccccc3)nc2-c2ccccc2)cc1	6	-1.0	-0.5	-7	-6	11	4	-3	-1	4
Cc1nc2ccc3nc(NC(=O)c4ccco4)sc3c2s1	2	-2.4	-3.0	.	-10	-31	4	-3	-3	2
O=C(NCCc1csc(-c2ccc(C(F)(F)F)cc2)n1)c1cccs1	1	0.3	-1.3	.	-3	7	-15	-3	-5	-2
Clc1nc(NCCN2CCOCC2)nc(NCc2ccccc2)n1	-2	0.1	-3.2	-1	4	-31	-6	0	5	0
CN1CCN(CC(=O)Nc2ccccc2[N+](=O)[O-])CC1	5	-1.1	-1.5	-3	-13	8	2	2	-5	1
COc1cc(OC)cc(-c2nnc(NC(=O)Cc3ccc(F)cc3)o2)c1	5	-0.1	-1.4	2	2	8	1	2	-5	2
O=C(Nc1ccc2c(c1)OCCO2)C1CCCN(c2ncccn2)C1 (centres undefined)	2	-0.4	-0.9	-1	0	-6	-9	-1	-9	-1

Retrieved by compound from the entries so far, 2 records:
SMILES	cardiac RTF act	C-LANA FP	CAL PDZ FP-1	CAL PDZ FP-2	PKA-R2B act	SR-BI DiI-HDL act	Rtt109 Vps75	Keap1 Nrf2 FP	RTF Ca sens inh	DAGLB inhibitor
C=C(C)C1Cc2c(C)nn(-c3ccccn3)c2C1 (centres undefined)	-2	0.1	.	-3	-11	4	-5	-4	-1	-5
CCCCNc1nc(CC(C)=O)ns1	-5	-3.0	-0.7	2	3	-5	-10	-2	2	0

Additional results follow:
SMILES	cardiac RTF act	C-LANA FP	CAL PDZ FP-1	CAL PDZ FP-2	PKA-R2B act	SR-BI DiI-HDL act	Rtt109 Vps75	Keap1 Nrf2 FP	RTF Ca sens inh	DAGLB inhibitor
Cc1nn(-c2ccc(Cl)nn2)c(=O)c2ccccc12	-3	-0.1	-2.3	-2	8	9	0	2	2	-3
CN1CCN(c2ccccc2NC(=O)c2ccc3c(c2)OCCO3)CC1	-1	-0.7	-3.9	-5	-7	0	6	0	0	-1
CCCN(CCC)CCNC(=O)C(NS(=O)(=O)c1ccc2c(c1)CCC(=O)N2)c1ccccc1 (centres undefined)	-3	-3.2	-3.3	-1	-8	12	-2	-3	0	1
Cc1sc(NC(=O)COc2ccccc2)c(C#N)c1C	0	0.5	-0.8	-4	7	.	-1	-3	-5	-13
CCCOC(=O)c1c(NC(=O)CCC(=O)O)sc2c1CCCCC2	-1	-0.9	-0.3	-1	4	21	-6	-3	5	-1
Nc1cc(Br)c(N)c(Br)c1	2	-1.5	0.4	.	3	18	5	4	-8	4
Oc1ccccc1C1=NOC(O)(C(F)F)C1 (centres undefined)	-5	-0.4	-1.1	8	5	-5	2	-1	-5	0
Nc1cc(C(F)(F)F)ccc1-n1cccc1	-1	-1.9	-1.8	-4	-3	-1	5	-5	-9	-6

Source: PubChem BioAssay (several laboratories)

No enrichment for hits; about 1.6% have a hit in one of these screens.
